High-throughput results: PubChem, several laboratories
P. falciparum M17LAP = P. falciparum M17LAP inhibitors, primary screen, biochemical, fluorogenic H-Leu-NHMec substrate, 1536-well (AID 1619); Leucine aminopeptidase (Plasmodium falciparum (isolate 3D7)); recombinant M17LAP, H-Leu-NHMec fluorogenic kinetic assay; higher % means a stronger effect; inhibition, % at 30 µM; hits with a dose series show IC50 in µM; 220,000 tested, 0.38% active;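 active = compound inhibiting the enzyme by more than half at any dose during confirmatory dose-response retesting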;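 also: plate controls were full reaction with DMSO carrier for no effect and no enzyme background for full effect; strong numbers were not always called active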
NOD1 NF-kB reporter = NOD1 signaling inhibitors, primary screen, cell-based, luminescence, uHTS (AID 1578). 290,000 tested, 1% active. one-dose inhibition, % at 4 µM; EC50 in µM for titrated hits. NOD1-driven NF-kB luciferase reporter cells, luminescence; higher % means a stronger effect; in the data active = inhibition mostly above about 36%, no sharp cut-off; inactive = mostly below about 34%;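 also: HEK-293T reporter cells stimulated with the NOD1 agonist gamma-tri-DAP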
AID2073 = inhibitors of Mint1-CaV2.2 protein interaction, biochemical, HTRF (AID 2073); inhibition, % at 20 µM, or IC50 in µM where a hit was titrated; HTRF protein-protein interaction, Mint1-CaV2.2; higher % means a stronger effect; Voltage-dependent N-type calcium channel subunit alpha-1B (Homo sapiens); 290,000 tested, 0.19% active; in the data active = inhibition mostly above about 51%, no sharp cut-off; also: some results filed as inactive read as strong as hits
KOR beta-arrestin-1 = KOR antagonists, beta-arrestin recruitment, cell-based, luminescence, uHTS (AID 1778). KOR beta-arrestin recruitment, luminescence, antagonist mode; higher % means a stronger effect. inhibition, % at 10 µM; hits with a dose series show IC50 in µM. 290,000 tested, 0.091% active; also: strong numbers were not always called active
GPR55 activation = GPR55 agonists via beta-arrestin recruitment, primary screen, imaging, U2OS cells, beta-arrestin-GFP redistribution (AID 1961) | 290,000 tested, 0.048% active | activation, % at 10 µM; hits with a dose series show EC50 in µM | G-protein coupled receptor 55 (Homo sapiens) | U2OS GPR55 beta-arrestin-GFP redistribution imaging; higher % means a stronger effect;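 active = activation above 40% with more than 50 cells counted in the well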;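 also: U2OS osteosarcoma cells stably expressing GPR55 and beta-arrestin-GFP; plate controls were DMSO negative control for no effect and LPI positive control for full effect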
NOD2 inhibition = NOD2 signaling inhibitors, cell-based, luminescence, uHTS, HEK293 (AID 1566); inhibition, % at 4 µM, or EC50 in µM where a hit was titrated; 290,000 tested, 0.63% active; HEK293 NOD2/NF-kB luciferase reporter, luminescence; higher % means a stronger effect; also: many of its hits are not listed in these tables
Dynein cargo inh = inhibitors of GR-EGFP nuclear translocation, primary screen, dynein cargo transport inhibitor project, imaging, high-content, 3617.4 mouse cells. 220,000 tested, 0.47% active. z-score, hits read low. test concentration mostly 20 µM; stimulated with dexamethasone, 1 µM; active compounds read low. AID 1381, 2008;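 active = plate z-score of nuclear minus cytoplasmic receptor signal below a set negative limit, without overly bright fluorescence or cell loss, cut at about -3.5 in these data, passing the limit was not always enough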;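 also: z-score of nuclear minus cytoplasmic ring GR-EGFP intensity difference per well; some compounds called inactive have numbers as strong as hits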
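Buffer or medium: tet-free, stripped-serum medium; Also added: dexamethasone, 1.0 µM final; Technique: high-content fluorescence imaging after fixation; Times: 48 h induction, 1 h compound, 30 min dex at 37 °C; Read-out: per-cell GR-EGFP intensity, nucleus versus surrounding cytoplasmic ring, well-averaged.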
P. falciparum M1AAP = P. falciparum M1AAP inhibitors, biochemical, fluorogenic H-Leu-NHMec substrate, 1536-well (AID 1445) | one-dose inhibition, % at 30 µM; IC50 in µM for titrated hits | recombinant M1AAP, H-Leu-NHMec fluorogenic kinetic assay; higher % means a stronger effect | 220,000 tested, 0.42% active | Aminopeptidase N (Plasmodium falciparum (isolate 3D7));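 active = primary inhibition above the hit cutoff, then over 50% inhibition at one or more dose response concentrations, cut at about 23% in these data, passing the limit was not always enough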;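 also: plate controls were DMSO full reaction for no effect and no enzyme background for full effect; strong numbers were not always called active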
KOR beta-arrestin-2 = KOR agonists, beta-arrestin recruitment, primary screen, cell-based, luminescence, uHTS (AID 1777) | KOR beta-arrestin recruitment, luminescence; higher % means a stronger effect | one-dose activation, % at 10 µM; EC50 in µM for titrated hits | 280,000 tested, 0.02% active; in the data active = activation above about 50%, passing the limit was not always enough; also: a part of the inactive calls stands beside numbers as strong as those of hits
Dynein cargo inh cytoplasmic EGFP = further read-out of Dynein cargo inh, marked with its call; z-score; measured here: cytoplasmic GR-EGFP intensity; active compounds read high
Dynein cargo inh nuclear GR-EGFP = second read-out of Dynein cargo inh, no call of its own (marks repeat the call); z-score; measured here: nuclear GR-EGFP intensity;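 lower value marks the stronger effect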
Dynein cargo inh cell count = also measured in Dynein cargo inh; calls as there; z-score; measured here: cell count per field
Numbers without * were called inactive; . = not tested or not shown; [ ] = another dose, or the depositor's remark. Rule as the data show it, unless noted: active = inhibition above about 50%; inactive = the rest. These rows are one share of the data; count on the stated rates, not on these rows.

Screens by letter: A = P. falciparum M17LAP; B = NOD1 NF-kB reporter; C = AID2073; D = KOR beta-arrestin-1; E = GPR55 activation; F = NOD2 inhibition; G = Dynein cargo inh; H = Dynein cargo inh cytoplasmic EGFP; I = Dynein cargo inh nuclear GR-EGFP; J = Dynein cargo inh cell count; K = P. falciparum M1AAP; L = KOR beta-arrestin-2
> O=C(/C=C/c1ccc(Cl)c(C(F)(F)F)c1)N1CCN(c2ccccn2)CC1
  A: .; B: -19%; C: 1%; D: -6%; E: -0.2%; F: 27%; G: .; H: .; I: .; J: .; K: .; L: -2.6%

> COCCn1cc(C(=O)NCCN(C)C)c2c3ccccc3n(C)c2c1=O
  A: .; B: 0%; C: 1%; D: 10%; E: -0.2%; F: 12%; G: .; H: .; I: .; J: .; K: .; L: 2.4%

> COC(=O)c1ccc(NC(=O)CSc2nccn2CCc2ccccc2)cc1
  A: -11%; B: -29%; C: -8%; D: 26%; E: -0.1%; F: 19%; G: -0.55; H: -0.24; I: -0.19; J: 0.6; K: -4%; L: 1.8%

> CC(=O)Cn1c(CN2CCCC2)nc2ccccc2c1=O
  A: 1%; B: -22%; C: 1%; D: 12%; E: 0.5%; F: 7%; G: -0.67; H: -0.36; I: -0.36; J: 1.6; K: 11%; L: -5.5%

> Cc1cc(C)c(OCC(=O)N2CC=C(c3ccccc3)CC2)c(C)c1
  A: .; B: -16%; C: 5%; D: -25%; E: -0.1%; F: 6%; G: .; H: .; I: .; J: .; K: .; L: 11%

> CC(=O)c1cc(Cc2csc(C(C)=O)c2)cs1
  A: .; B: -45%; C: -3%; D: -4%; E: -0.3%; F: -8%; G: -0.67; H: -0.4; I: -0.28; J: 0.15; K: .; L: -0.3%

> Cc1onc(-c2ccccc2)c1C(=O)OCCOc1ccccc1F
  A: .; B: -7%; C: 9%; D: 16%; E: 1.5%; F: 36%; G: .; H: .; I: .; J: .; K: .; L: -3.4%

> Fc1cccc(Cc2noc(CN3CCCN(C4Cc5ccccc5C4)CC3)n2)c1
  A: 0%; B: -24%; C: 18%; D: -35%[20 µM]; E: 0.2%; F: -2%; G: -1.1; H: -0.26; I: -0.65; J: 0.72; K: 5%; L: .

> Cc1cccc(NS(=O)(=O)c2ccc(OCC(=O)N3CCCC3)cc2)c1
  A: .; B: -4%; C: 6%; D: 3%; E: -0.2%; F: 1%; G: .; H: .; I: .; J: .; K: .; L: 0.2%

> CCC(CO)NCc1ccc(Br)cc1 (stereo not drawn)
  A: -4%; B: 8%; C: 4%; D: -13%[20 µM]; E: -0.1%; F: -4%; G: -0.11; H: -0.3; I: 0.26; J: 0.03; K: 0%; L: -1.4%

> COCCNC(=O)CSc1c2c(nc3ccc(Cl)cc13)CCCC2
  A: 2%; B: -22%; C: 2%; D: -15%; E: -0.6%; F: -8%; G: -1.9; H: 0.13; I: -0.84; J: 0.44; K: -4%; L: 3.7%

> Cc1cc(C)c(C(=O)CC2(O)C(=O)Nc3ccccc32)cc1C (stereo not drawn)
  A: 3%; B: 15%; C: -4%; D: -7%; E: 0.3%; F: 6%; G: 0.83; H: -0.055; I: 0.69; J: -0.082; K: -3%; L: 6.1%

> CC(C)c1ccc(-c2csc3nc[nH]c(=O)c23)cc1
  A: .; B: 10%; C: 11%; D: -24%[20 µM]; E: 0.2%; F: 14%; G: .; H: .; I: .; J: .; K: .; L: 5.4%

> CN1CCc2c(sc(NC(=O)c3ccc(S(=O)(=O)N4CCCC4)cc3)c2C(N)=O)C1
  A: .; B: -24%; C: -6%; D: 14%; E: 0.0%; F: 24%; G: .; H: .; I: .; J: .; K: .; L: -2.5%

> CCOc1ccc(C(=O)NCCN2CCOCC2)cc1
  A: .; B: -31%; C: 5%; D: 16%[20 µM]; E: -0.3%; F: -3%; G: 0.5; H: -0.22; I: 0.91; J: -0.38; K: .; L: -1.3%

> CCOC(=O)c1c(NC(=O)CCl)sc(C(=O)N(CC)CC)c1C
  A: 14%; B: 54%; C: -6%; D: -23%; E: 0.0%; F: 17%; G: -3.3; H: 0.94; I: -1.5; J: -0.74; K: -5%; L: -3.9%

> CC(=O)NC1=NC(=O)C(C)S1 (stereo not drawn)
  A: 6%; B: 12%; C: -4%; D: -4%; E: -0.1%; F: 8%; G: 0.46; H: -0.2; I: 0.35; J: 0.0061; K: -2%; L: 0.9%

> Cc1cccc(C(=O)NNC(=O)CSc2nnc(C3CC3)n2C)c1
  A: .; B: 5%; C: 16%; D: -7%; E: -0.1%; F: -6%; G: .; H: .; I: .; J: .; K: .; L: -0.3%

Reformatted field by field: entries from further up
Cc1onc(-c2ccccc2)c1C(=O)OCCOc1ccccc1F
  P. falciparum M17LAP: .
  NOD1 NF-kB reporter: -7%
  AID2073: 9%
  KOR beta-arrestin-1: 16%
  GPR55 activation: 1.5%
  NOD2 inhibition: 36%
  Dynein cargo inh: .
  Dynein cargo inh cytoplasmic EGFP: .
  Dynein cargo inh nuclear GR-EGFP: .
  Dynein cargo inh cell count: .
  P. falciparum M1AAP: .
  KOR beta-arrestin-2: -3.4%

Fc1cccc(Cc2noc(CN3CCCN(C4Cc5ccccc5C4)CC3)n2)c1
  P. falciparum M17LAP: 0%
  NOD1 NF-kB reporter: -24%
  AID2073: 18%
  KOR beta-arrestin-1: -35%[20 µM]
  GPR55 activation: 0.2%
  NOD2 inhibition: -2%
  Dynein cargo inh: -1.1
  Dynein cargo inh cytoplasmic EGFP: -0.26
  Dynein cargo inh nuclear GR-EGFP: -0.65
  Dynein cargo inh cell count: 0.72
  P. falciparum M1AAP: 5%
  KOR beta-arrestin-2: .

Shown with the structure last: four of the compounds above.
P. falciparum M17LAP,NOD1 NF-kB reporter,AID2073,KOR beta-arrestin-1,GPR55 activation,NOD2 inhibition,Dynein cargo inh,Dynein cargo inh cytoplasmic EGFP,Dynein cargo inh nuclear GR-EGFP,Dynein cargo inh cell count,P. falciparum M1AAP,KOR beta-arrestin-2,SMILES
.,0%,1%,10%,-0.2%,12%,.,.,.,.,.,2.4%,COCCn1cc(C(=O)NCCN(C)C)c2c3ccccc3n(C)c2c1=O
.,5%,16%,-7%,-0.1%,-6%,.,.,.,.,.,-0.3%,Cc1cccc(C(=O)NNC(=O)CSc2nnc(C3CC3)n2C)c1
.,-7%,9%,16%,1.5%,36%,.,.,.,.,.,-3.4%,Cc1onc(-c2ccccc2)c1C(=O)OCCOc1ccccc1F
.,-24%,-6%,14%,0.0%,24%,.,.,.,.,.,-2.5%,CN1CCc2c(sc(NC(=O)c3ccc(S(=O)(=O)N4CCCC4)cc3)c2C(N)=O)C1
